Screening results from PubChem BioAssay.
EZH2 inh – EZH2/PRC2 methyltransferase inhibitors, primary screen, biochemical, DELFIA time-resolved fluorescence, single point; Histone-lysine N-methyltransferase EZH2 (Homo sapiens), Q15910; PRC2 H3K27 methylation, DELFIA TRF, 1 h; inhibition, % at 12.5 µM; actives 0.35% (n = 57,000);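 active = mean inhibition of replicates at least 50% and every single replicate also reaching 50%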;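 note: dimethyl H3K27 on biotinylated H3 21-44 peptide detected by antibody; plate controls were median neutral control wells for no effect and median positive control wells for full effect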
IDH1 mut inh – inhibitors of IDH1 R132H reductase, primary screen, biochemical, plate reader, single point; inhibition, % at 10 µM; AID 624101, 2012; Isocitrate dehydrogenase [NADP] cytoplasmic (Homo sapiens), O75874; diaphorase/resazurin fluorescence, 60 min; actives 0.18% (n = 70,000); in the data active = inhibition above about 34%;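 note: 0% = DMSO and 100% = no enzyme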
Target sequence (O75874 whole entry R132H): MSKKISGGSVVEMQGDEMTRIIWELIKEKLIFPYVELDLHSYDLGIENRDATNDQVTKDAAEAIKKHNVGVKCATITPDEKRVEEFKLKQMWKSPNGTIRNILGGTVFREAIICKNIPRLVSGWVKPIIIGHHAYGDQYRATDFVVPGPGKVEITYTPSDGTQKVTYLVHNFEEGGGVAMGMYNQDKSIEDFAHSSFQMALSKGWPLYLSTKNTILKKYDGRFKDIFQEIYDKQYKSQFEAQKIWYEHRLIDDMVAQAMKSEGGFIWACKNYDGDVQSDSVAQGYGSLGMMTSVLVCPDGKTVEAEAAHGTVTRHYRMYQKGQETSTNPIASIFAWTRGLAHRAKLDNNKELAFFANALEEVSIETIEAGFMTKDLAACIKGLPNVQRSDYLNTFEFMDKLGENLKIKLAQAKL
Numbers without * were called inactive; nt = not tested or not shown. These rows are one share of the data; the hit share may differ from the screen's.

SMILES	EZH2 inh	IDH1 mut inh
CCCC(=O)Nc1ccc2c(c1)C(=O)N(C)C[C@H](OC)[C@@H](C)CN(CCc1ccccc1)[C@H](C)CO2	-9	-0.5
CO[C@H]1CN(C)C(=O)c2ccc(NC(=O)c3nc4ccccc4s3)cc2OC[C@H](C)N(Cc2cncnc2)C[C@H]1C	-5	-1.0
COc1ccc(C#Cc2cnc3c(c2)C(=O)N([C@H](C)CO)C[C@H](C)[C@H](CN(C)Cc2cccc(C(F)(F)F)c2)O3)cc1OC	nt	2.1
CC(C)NC(=O)Nc1ccc2c(c1)CC(=O)N([C@H](C)CO)C[C@@H](C)[C@H](CN(C)C(=O)NC(C)C)O2	9	0.7
COCC(=O)Nc1ccc2c(c1)[C@H]1C[C@H](CC(=O)NC3CCCC3)O[C@H](CO)[C@H]1O2	2	-0.4
O=C(NCC[C@H]1CC[C@H](NC(=O)Nc2cc(F)ccc2F)[C@H](CO)O1)Nc1ccc(F)cc1	-4	-0.3
Cc1cccc(C)c1N(CC(=O)Nc1ccc(Br)cc1)S(C)(=O)=O	-11	0.7
COc1ccc(S(=O)(=O)Nc2ccc3c(c2)CC(=O)N([C@H](C)CO)C[C@H](C)[C@@H](CN(C)Cc2ccc(C(=O)Nc4ccccc4N)cc2)O3)cc1	nt	0.0
C[C@H](CO)N1C[C@H](C)[C@@H](CN(C)Cc2ccc(C(=O)O)cc2)Oc2ccc(NC(=O)c3ccncc3)cc2CC1=O	nt	-8.6
CO[C@@H]1CN(C)C(=O)c2ccc(NC(=O)C3CC3)cc2OC[C@H](C)N(C(=O)CN2CCOCC2)C[C@@H]1C	-1	0.1
C[C@@H]1CN([C@H](C)CO)C(=O)c2cc(NC(=O)NC3CCCCC3)ccc2O[C@@H]1CN(C)Cc1ccc(C(F)(F)F)cc1	nt	0.6
COCC(=O)Nc1ccc2c(c1)[C@H]1C[C@@H](CC(=O)N3CCc4ccccc4C3)O[C@H](CO)[C@H]1O2	6	-6.1
CO[C@@H]1CN(C)C(=O)c2ccc(NC(=O)C3CCOCC3)cc2OC[C@@H](C)N(CC2CCOCC2)C[C@H]1C	4	0.3
COc1ccccc1NC(=O)N(C)C[C@H]1OCc2ccccc2-c2c(n(C)c3ccccc23)C(=O)N([C@@H](C)CO)C[C@@H]1C	-37	nt
CN(C)Cc1cn(CC[C@H]2CC[C@H](NC(=O)Nc3ccc4c(c3)OCO4)[C@H](CO)O2)nn1	7	-0.3
C[C@H]1CN([C@@H](C)CO)C(=O)c2cccc(NC(=O)Nc3ccc(F)cc3)c2O[C@H]1CN(C)C(=O)Nc1ccc(F)cc1	nt	2.8
COc1ccccc1-c1ccc2c(c1)O[C@H](CN(C)C)[C@@H](C)CN([C@H](C)CO)S2(=O)=O	-24	-2.3
CN1CCN(C(=O)C2=C[C@@H](c3ccc(C(F)(F)F)cc3)C[C@@H](OCc3ccc(CO)cc3)O2)CC1	-3	nt
C[C@H](CO)N1C[C@H](C)[C@H](CN(C)C(=O)Nc2ccc(F)cc2)Oc2ccc(NC(=O)Nc3ccc4c(c3)OCO4)cc2CC1=O	nt	0.2
C[C@@H]1CN([C@H](C)CO)S(=O)(=O)c2ccc(C#Cc3ccccc3F)cc2O[C@H]1CN(C)C	-7	-0.4
COCC(=O)Nc1ccc2c(c1)[C@H]1C[C@H](CC(=O)N(C)C)O[C@@H](CO)[C@H]1O2	-6	-1.6
CC(C)NC(=O)N[C@H]1CC[C@@H](CC(=O)NCCN2CCCC2)O[C@@H]1CO	-11	0.0
CO[C@H]1CN(C)C(=O)c2cc(NC(C)=O)ccc2OC[C@@H](C)N(C(=O)c2ccccc2)C[C@@H]1C	-6	-0.1
COc1ccc(C2C(C(=O)Nc3ccccc3)=C(C)Nc3ncnn32)cc1O (stereo not drawn)	-13	0.4
CN(C(Cc1ccc(OS(=O)(=O)c2cccc3cnccc23)cc1)C(=O)N1CCN(c2ccccc2)CC1)S(=O)(=O)c1cccc2cnccc12 (stereo not drawn)	nt	-2.1
O=C(N/N=C/c1ccc2c(c1)CCO2)c1ccccn1	-12	0.0
Cc1ccc(-c2cnc3c(c2)C(=O)N([C@H](C)CO)C[C@H](C)[C@H](CN(C)Cc2ccccc2C(=O)O)O3)cc1	2	-0.2
C[C@@H](NC(=O)C[C@@H]1C=C[C@@H](NC(=O)C2CCOCC2)[C@H](CO)O1)c1ccccc1	2	0.1
CCCC(=O)Nc1ccc2c(c1)OC[C@@H](C)N(C(=O)c1cccnc1)C[C@H](C)[C@H](OC)CN(C)C2=O	6	-0.1
CCCNC(=O)N(C)C[C@H]1Oc2ncc(C3=CCCCC3)cc2C(=O)N([C@@H](C)CO)C[C@@H]1C	-4	nt
C[C@@H]1CN([C@H](C)CO)S(=O)(=O)c2ccc(C#C[C@@H](C)O)cc2O[C@@H]1CN(C)C(=O)C1CC1	7	nt
C[C@@H]1CN([C@@H](C)CO)C(=O)c2cc(NC(=O)CCN3CCOCC3)ccc2O[C@@H]1CN(C)C(=O)Nc1ccc(F)cc1	-2	-3.1
CC(=O)N(C)C[C@H]1Oc2ncc(C#Cc3ccc(F)cc3)cc2C(=O)N([C@@H](C)CO)C[C@H]1C	-15	-2.1
C=CCN1CCc2c(cc(O)c(O)c2Br)[C@@H](c2ccccc2)C1	-39	-0.7
CC(C)NC(=O)N(C)C[C@H]1Oc2c(NC(=O)C3CC3)cccc2C(=O)N([C@@H](C)CO)C[C@@H]1C	-2	nt
Cc1noc(C)c1NC(=O)Nc1ccc2c(c1)C(=O)N([C@H](C)CO)C[C@@H](C)[C@H](CN(C)Cc1ccc3c(c1)OCO3)O2	-10	nt
C=C(COC(C)=O)[C@@H]1Cc2cc(C(C)=O)ccc2O1	nt	-0.3
C[C@@H]1CN([C@@H](C)CO)C(=O)CCCn2cc(nn2)CO[C@H]1CN(C)CC1CCCCC1	2	0.5
C[C@@H]1CN([C@H](C)CO)C(=O)c2cccc(NC(=O)Nc3ccccc3)c2O[C@H]1CN(C)S(=O)(=O)c1cn(C)cn1	nt	-1.1
CCCN(C)C[C@H]1Oc2cc(C#CCC(C)C)ccc2S(=O)(=O)N([C@H](C)CO)C[C@H]1C	-12	-4.4
C[C@H](CO)N1C[C@H](C)[C@@H](CN(C)S(=O)(=O)c2ccc(Cl)cc2)Oc2ccc(NC(=O)C3CCCCC3)cc2C1=O	-10	nt
C[C@@H]1CN([C@@H](C)CO)C(=O)CCCn2nncc2CO[C@@H]1CN(C)S(=O)(=O)c1ccc2ccccc2c1	0	-8.3
COc1cccc(-c2ccc3c(c2)O[C@H](CN(C)CC2CC2)[C@H](C)CN([C@@H](C)CO)S3(=O)=O)c1	-24	-1.1
O=S(=O)(c1ccccc1)N1CCN(Cc2cccc(OCCO)c2)CC1	8	nt
O=C(C[C@@H]1C[C@H]2c3cc(NC(=O)C4CCOCC4)ccc3O[C@H]2[C@@H](CO)O1)NCc1ccc2c(c1)OCO2	2	-0.3
O=C(NCC[C@H]1CC[C@@H](NS(=O)(=O)c2cccc(F)c2)[C@@H](CO)O1)C1CCCC1	-4	0.1
CCCC(=O)Nc1ccc2c(c1)C(=O)N(C)C[C@H](OC)[C@@H](C)CN(C(=O)CC)[C@H](C)CO2	6	0.3
C[C@H](CO)N1C[C@H](C)[C@@H](CN(C)S(C)(=O)=O)Oc2c(NC(=O)CCCCCC(=O)Nc3ccccc3N)cccc2C1=O	1	0.1
CO[C@H]1CN(C)C(=O)c2cc(NC(=O)NC(C)C)ccc2OC[C@H](C)N(CCC(F)(F)F)C[C@H]1C	-2	nt
CCCNC(=O)N1C[C@@H](C)[C@@H](OC)CN(C)C(=O)c2cc(NC(=O)CC)ccc2OC[C@H]1C	3	0.2
CNC[C@H]1OCCCC[C@@H](C)Oc2ccc(NS(=O)(=O)c3c(C)noc3C)cc2C(=O)N([C@@H](C)CO)C[C@H]1C	nt	4.3
COc1cccc(-c2cnc3c(c2)C(=O)N([C@H](C)CO)C[C@H](C)[C@H](CN(C)S(=O)(=O)c2ccc(C#N)cc2)O3)c1	nt	-13
C[C@@H]1CN([C@@H](C)CO)C(=O)c2cc(C3=CCCC3)cnc2O[C@H]1CN(C)S(C)(=O)=O	1	-0.3
CO[C@@H]1CN(C)C(=O)c2cc(NS(=O)(=O)c3ccccc3)ccc2OC[C@H](C)N(C)C[C@H]1C	6	0.0
C[C@H]1CCCCO[C@H](CN(C)C(=O)Nc2ccc(F)cc2)[C@@H](C)CN([C@@H](C)CO)C(=O)c2cc(N(C)C)ccc2O1	-34	nt
C[C@H](CO)N1C[C@H](C)[C@H](CN(C)C(=O)CN(C)C)Oc2ncc(C#Cc3cccnc3)cc2C1=O	7	0.1
O=C(OCCSc1cnc2ccccc2n1)c1cc(Cl)cc(Cl)c1	7	-0.8
COCC(=O)Nc1ccc2c(c1)OC[C@H](C)N(CCC(F)(F)F)C[C@H](C)[C@@H](OC)CN(C)C2=O	1	0.2
Cc1ccc(S(=O)(=O)N(C)C[C@H]2OCCCC[C@H](C)Oc3ccc(NC(=O)NC4CCCCC4)cc3C(=O)N([C@H](C)CO)C[C@@H]2C)cc1	nt	0.8
C[C@H]1CCCCO[C@H](CN(C)Cc2ccncc2)[C@@H](C)CN([C@@H](C)CO)C(=O)c2cc(NS(=O)(=O)c3ccccc3)ccc2O1	nt	13

Retrieved one by one from the entries so far, five records:
SMILES	EZH2 inh	IDH1 mut inh
C=CCN1CCc2c(cc(O)c(O)c2Br)[C@@H](c2ccccc2)C1	-39	-0.7
C[C@@H]1CN([C@@H](C)CO)C(=O)CCCn2nncc2CO[C@@H]1CN(C)S(=O)(=O)c1ccc2ccccc2c1	0	-8.3
CC(=O)N(C)C[C@H]1Oc2ncc(C#Cc3ccc(F)cc3)cc2C(=O)N([C@@H](C)CO)C[C@H]1C	-15	-2.1
CCCN(C)C[C@H]1Oc2cc(C#CCC(C)C)ccc2S(=O)(=O)N([C@H](C)CO)C[C@H]1C	-12	-4.4
C[C@H](CO)N1C[C@H](C)[C@H](CN(C)C(=O)CN(C)C)Oc2ncc(C#Cc3cccnc3)cc2C1=O	7	0.1

(listing goes on)
SMILES	EZH2 inh	IDH1 mut inh
C[C@@H]1CCCCO[C@@H](CN(C)C(=O)Nc2ccc(C(F)(F)F)cc2)[C@@H](C)CN([C@H](C)CO)C(=O)c2cc(NS(=O)(=O)c3cn(C)cn3)ccc2O1	nt	0.6
C[C@H](CO)N1C[C@H](C)[C@@H](CN(C)Cc2ccccc2)OCCCC[C@H](C)Oc2ccc(NC(=O)Nc3ccc4c(c3)OCO4)cc2C1=O	nt	1.8
C[C@@H]1CN([C@H](C)CO)C(=O)c2cc(-c3ccc(C#N)cc3)cnc2O[C@@H]1CN(C)C(=O)c1ccccc1	nt	0.3
Cc1ccccc1OCCn1c(C(C)O)nc2ccccc21 (stereo not drawn)	nt	0.2
CC(C)NC(=O)N[C@H]1CC[C@H](CCNC(=O)C2CCCC2)O[C@H]1CO	8	0.6
COCC(=O)Nc1ccc2c(c1)[C@@H]1C[C@H](CC(=O)NC3CCCCC3)O[C@H](CO)[C@@H]1O2	-3	-0.2
Cn1c(SCC(=O)Nc2ccccc2C(=O)Nc2ccccc2)nc2ccccc2c1=O	-15	-0.1
C[C@H]1CN([C@@H](C)CO)C(=O)c2cccc(NC(=O)Nc3cccc4ccccc34)c2O[C@H]1CN(C)S(C)(=O)=O	-5	-5.8
C[C@@H]1CN([C@H](C)CO)C(=O)Cc2cc(NS(=O)(=O)c3cn(C)cn3)ccc2O[C@@H]1CN(C)S(=O)(=O)c1cn(C)cn1	nt	0.8
C[C@H](CO)N1C[C@H](C)[C@H](CN(C)C(=O)c2ccccc2F)Oc2ncc(C#Cc3ccncc3)cc2C1=O	6	6.9
Cc1ccc(S(=O)(=O)Nc2cccc3c2O[C@@H](CN(C)Cc2ccc(C(=O)Nc4ccccc4N)cc2)[C@@H](C)CN([C@H](C)CO)C3=O)cc1	-19	-0.1
C[C@H](CO)N1C[C@H](C)[C@H](CN(C)C(=O)NC2CCCCC2)Oc2ccc(NC(=O)Nc3ccc(C(F)(F)F)cc3)cc2CC1=O	nt	1.9
C[C@H]1CCCCO[C@@H](CN(C)Cc2ccncc2)[C@@H](C)CN([C@@H](C)CO)C(=O)c2cc(NS(=O)(=O)c3ccc(F)cc3)ccc2O1	nt	11
COCC#Cc1ccc2c(c1)O[C@H](CN(C)C(=O)Nc1ccccc1F)[C@@H](C)CN([C@H](C)CO)S2(=O)=O	0	nt
Cc1cccc(CN(C)C[C@@H]2Oc3ncc(-c4ccc(F)cc4)cc3C(=O)N([C@H](C)CO)C[C@@H]2C)c1	nt	-0.1
CC1(CO)CCCC2(C)C3=C(CC(=O)C12)C(=O)OC3 (stereo not drawn)	nt	0.5
COCC#Cc1ccc2c(c1)O[C@@H](CN(C)S(C)(=O)=O)[C@@H](C)CN([C@H](C)CO)S2(=O)=O	-2	-2.7
Cc1ccc(S(=O)(=O)N[C@@H](Cc2ccccc2)C(=O)NCCCN=[N+]=[N-])cc1	23	nt
COc1ccc(C(=O)NCc2oc(-c3ccccc3)cc2C(=O)O)cc1	13	-0.3

Reformatted as labelled records: entries from further up
COCC#Cc1ccc2c(c1)O[C@H](CN(C)C(=O)Nc1ccccc1F)[C@@H](C)CN([C@H](C)CO)S2(=O)=O
- EZH2 inh: 0
- IDH1 mut inh: nt
Cc1cccc(CN(C)C[C@@H]2Oc3ncc(-c4ccc(F)cc4)cc3C(=O)N([C@H](C)CO)C[C@@H]2C)c1
- EZH2 inh: nt
- IDH1 mut inh: -0.1
